# From PubChem BioAssay
# D2 ag = D2 dopamine receptor (human) agonism; P14416; HEK293 T-REx D2 cells, calcium flux agonist mode; activation, % at 2 µM; 0.53% of 340,000 active;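 active means activation over 3 SD above normal in the single-dose calcium agonist read, cut at about 30% in these data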; further: 0% is about no effect
#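 In this primary screen, compounds producing a positive calcium signal within 180 s of addition to tetracycline-induced, force-coupled HEK293 Trex D2 cells are flagged; cells are dye-loaded with a no-wash calcium kit beforehand.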
# USP1-UAF1 inh = inhibitors of human USP1/UAF1 deubiquitinase | O94782 | recombinant USP1/UAF1, Ub-Rhodamine cleavage fluorescence | Potency, µM (top dose mostly 57.1 µM), for the others: at the highest dose activity change, negative = inhibition, most hits filed as inhibitors | 0.23% of 390,000 active; further: potency means the concentration at half of the fitted maximal effect; on the % scale 0 is the no-effect control and ±100 the full control effect; nearly all actives have a fitted effect of over 60% in size; inactives centre near -12
# Target sequence (O94782 whole entry, looked up): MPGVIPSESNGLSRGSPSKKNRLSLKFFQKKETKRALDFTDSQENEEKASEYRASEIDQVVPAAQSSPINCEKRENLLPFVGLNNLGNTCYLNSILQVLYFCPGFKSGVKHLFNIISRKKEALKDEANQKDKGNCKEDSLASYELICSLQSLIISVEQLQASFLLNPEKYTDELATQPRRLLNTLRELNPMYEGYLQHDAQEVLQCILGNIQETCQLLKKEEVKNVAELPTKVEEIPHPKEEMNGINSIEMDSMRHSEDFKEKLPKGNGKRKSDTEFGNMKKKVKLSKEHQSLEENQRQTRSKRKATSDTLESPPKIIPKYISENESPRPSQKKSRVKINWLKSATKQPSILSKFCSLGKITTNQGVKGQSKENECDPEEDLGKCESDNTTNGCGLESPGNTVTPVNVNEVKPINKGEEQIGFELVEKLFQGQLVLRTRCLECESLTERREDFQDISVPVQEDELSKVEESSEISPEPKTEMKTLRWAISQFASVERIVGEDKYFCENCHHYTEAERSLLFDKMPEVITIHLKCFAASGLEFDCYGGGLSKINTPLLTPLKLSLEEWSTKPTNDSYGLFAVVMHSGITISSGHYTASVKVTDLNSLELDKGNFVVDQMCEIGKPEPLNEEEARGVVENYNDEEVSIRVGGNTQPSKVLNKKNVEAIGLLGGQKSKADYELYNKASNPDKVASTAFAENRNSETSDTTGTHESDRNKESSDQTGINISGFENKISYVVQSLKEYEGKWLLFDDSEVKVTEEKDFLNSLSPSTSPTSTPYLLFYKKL
#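 USP1/UAF1 complex (1 nM) preincubated 15 min at room temperature with compound, then Ub-Rho substrate (150 nM final) added. Kinetic fluorescence at 480/540 nm over 6 reads at 60 s intervals; 50 mM HEPES pH 7.8, 0.5 mM EDTA, 0.1 mg/ml BSA, 1 mM TCEP, 0.01% Tween-20.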
# IDH1 R132H inh = inhibitors of human mutant IDH1 R132H. 0.093% of 390,000 active. IDH1-R132H enzyme, NADPH consumption, diaphorase/resazurin fluorescence. O75874. Potency, µM (highest dose often 76.6 µM), without a hit: at the top dose activity change, negative = inhibition, most hits filed as inhibitors; further: potency means the concentration at half of the fitted maximal effect; on the % scale 0 is the no-effect control and ±100 the full control effect; nearly all actives have a fitted effect of over 65% in size
#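 IDH1-R132H (0.5 ug/mL dispensed) in pH 7.5 Tris buffer was preincubated 30 min with compound, then given a substrate mix of 0.016 mM NADPH and 2 mM alpha-KG for 80 min at room temperature; remaining NADPH was read by diaphorase/resazurin fluorescence.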
# TrxR1 substrate = is turned over as a substrate by rat TrxR1 | purified TrxR1 substrate turnover, NADPH consumption readout | Potency, µM (doses to about 114 µM), without a hit: at the top dose activity change, negative = substrate turnover | 0.01% of 390,000 active; further: potency means the concentration at half of the fitted maximal effect; on the % scale 0 is the no-effect control and ±100 the full control effect; nearly all actives have a fitted effect of over 50% in size
#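 Rat TrxR1, dispensed at 90 nM, was prereduced with 400 uM NADPH (final) for 5 min at ~22 deg C, then incubated with compound 15 min before 400 uM selenite. A first-read NADPH fluorescence drop versus no-compound background flagged substrates.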
# TrxR1 inh = rat TrxR1 inhibition | O89049 | recombinant rTrxR1, NADPH fluorescence consumption, selenite substrate | Potency, µM (top dose mostly 114 µM), inactives show at the highest dose activity change, negative = inhibition, most hits filed as inhibitors | 1% of 390,000 active | AID 588453; further: potency means the concentration at half of the fitted maximal effect; on the % scale 0 is the no-effect control and ±100 the full control effect; nearly all actives have a fitted effect of over 65% in size
#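 Rat TrxR1 (90 nM in the dispensed reagent) was pre-reduced with 400 uM NADPH for 5 min at room temperature, then incubated with compound for 15 min. After 400 uM selenite was added, NADPH fluorescence (Ex 340/Em 450 nm) was followed for 8 min.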
# D2 antag = antagonizes the human D2 dopamine receptor. P14416. HEK293 TREx D2 cells, calcium flux, dopamine EC80. inhibition, % at 10 µM. 2% of 340,000 active. AID 485344; in the data active means inhibition above about 30%; further: 0% is about no effect
#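 Overnight-induced (tetracycline, 30 C) HEK293 T-REx cells carrying force-coupled D2 receive a no-wash calcium dye, then compound, then EC80 dopamine at 180 s; signals are read kinetically throughout.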
# TRHR ag = TRH receptor (human) agonism; P34981; TRHR cells, calcium flux fluo-8, FDSS agonist mode; activation, % at 2 µM; 0.18% of 360,000 active; AID 493084; in the data active means activation above about 30%; further: 0% is about no effect
#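 Read-out: compound-evoked intracellular calcium rise in TRHR cells, fluo-8 dye, kinetic FDSS fluorescence at 1 s/cycle following a 10-cycle baseline. Cells cultured overnight before dye loading (30 min–1.5 h, RT).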
# TRHR PAM = allosteric enhancers of human TRH receptor; P34981; TRHR cells, fluo-8 calcium fluorescence, EC20 TRH enhancement; enhancement, % at 2 µM; 0.66% of 360,000 active; in the data active means enhancement above about 30%; further: 0% is about no effect
#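 Enhancer read-out: after compound pinning and an initial kinetic agonist-mode read, an EC20 of TRH (10 nM final) was injected and fluo-8 calcium signal (Ex 480/Em 530) followed at 1 s/cycle for 100 cycles in TRHR-expressing cells.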
# Pin1 inh = inhibitors of human Pin1; Pin1 FP peptide displacement, HiFluor488, 10 min; Potency, µM (titrated, usually from 115 µM), for the others: top-dose activity, negative = inhibition, hits mostly inhibitors; Q13526; 0.009% of 390,000 active; active means well fitted inhibition curve with a large enough effect in the polarisation, with a control signal flat, not every such curve was filed as active; inconclusive means small, poorly fitted or top-dose-only effect, or effect the other way, or a change in a side signal; inactive means no such curve, though single readings can be large or run the other way; the % refers to the polarisation; further: potency means the concentration at half of the fitted maximal effect; on the % scale 0 is the no-effect control and ±100 the full control effect
# Target sequence (Q13526 whole entry, looked up): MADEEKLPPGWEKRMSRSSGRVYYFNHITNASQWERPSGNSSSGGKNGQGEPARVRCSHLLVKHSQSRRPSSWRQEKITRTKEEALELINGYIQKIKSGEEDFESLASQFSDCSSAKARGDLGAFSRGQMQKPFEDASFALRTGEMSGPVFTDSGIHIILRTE
# Starred values were filed as active, the others as inactive; ? = inconclusive; . = not tested or not shown; [ ] = remark or other dose. Unless noted, the call rests on the fitted dose curve; in most records, active means well fitted inhibition curve with a large enough effect; inconclusive means small, poorly fitted or top-dose-only effect; inactive means no such curve, though single readings can be large or run the other way.
no.	SMILES	USP1-UAF1 inh	D2 antag	TRHR ag	TrxR1 substrate	TrxR1 inh	D2 ag	IDH1 R132H inh	TRHR PAM	Pin1 inh
1	Cc1ccc(S(=O)(=O)Nc2c(C)n(C)n(-c3ccccc3)c2=O)cc1C(=O)OCC(=O)N1CCCC(C)C1 (stereo not given)	?	-7	1.2	7%	19%	2.5	0%	-1	58%[activator]
2	CC1Cc2ccccc2N1C(=O)CSc1ncccn1 (stereo not given)	-5%	21	0.0	1%[57.1 µM]	1%[57.1 µM]	-0.1	5%	0	-7%
3	Cc1nc2ccccc2c(=O)n1NC(=O)C1CC1C (stereo not given)	-19%	12	0.3	8%	22%	1.3	8%	-3	-7%
4	COc1cc(CC(=O)OCC(=O)Nc2ccccc2C#N)cc(OC)c1OC	-10%	-14	0.1	-2%	10%	1.4	-14%	8	0%
5	O=C(O)CSc1cc(C(=O)c2ccccc2O)cn2c(=O)c3c4c(sc3nc12)CCCC4	-2%	-1	0.6	-15%	-29%	1.9	-2%	-3	.
6	CC(C)NC(=O)Nc1ccc2c(c1)C(=O)N([C@H](C)CO)C[C@H](C)[C@@H](CN(C)S(=O)(=O)c1cn(C)cn1)O2	-30%	.	.	2%	-6%	.	0%[38.3 µM]	.	5%
7	O=C(O)Cn1c(SC2CCCCC2)nc2ccccc21	-3%	-1	0.0	11%[57.1 µM]	14%[57.1 µM]	0.7	11%	8	-7%
8	CCOC(=O)N1CCN(C(=O)CCn2nc(-c3ccccc3)ccc2=O)CC1	-14%	-1	0.1	-2%	-13%	0.4	0%	-4	5%
9	CCc1ccccc1NC(=O)c1cc2sccc2n1C	2%	9	0.2	-7%	13%	-1.7	1%	18	-4%
10	O=C(O)CN1C(=O)/C(=C\c2cc(Br)ccc2OCc2ccccc2F)SC1=S	?	-25	0.1	4%	4%	-2.3	-10%	2	.

# Entries of single compounds, looked up by structure. Screens in order: USP1-UAF1 inh | D2 antag | TRHR ag | TrxR1 substrate | TrxR1 inh | D2 ag | IDH1 R132H inh | TRHR PAM | Pin1 inh
# Record of CCc1ccccc1NC(=O)c1cc2sccc2n1C = 2% | 9 | 0.2 | -7% | 13% | -1.7 | 1% | 18 | -4%
# Record of COc1cc(CC(=O)OCC(=O)Nc2ccccc2C#N)cc(OC)c1OC = -10% | -14 | 0.1 | -2% | 10% | 1.4 | -14% | 8 | 0%
# Record of CC(C)NC(=O)Nc1ccc2c(c1)C(=O)N([C@H](C)CO)C[C@H](C)[C@@H](CN(C)S(=O)(=O)c1cn(C)cn1)O2 = -30% | . | . | 2% | -6% | . | 0%[38.3 µM] | . | 5%

# Other structures follow:
no.	SMILES	USP1-UAF1 inh	D2 antag	TRHR ag	TrxR1 substrate	TrxR1 inh	D2 ag	IDH1 R132H inh	TRHR PAM	Pin1 inh
11	CN(C)CCN1C(=O)C(O)=C(C(=O)c2cc3ccccc3o2)C1c1cccc(Br)c1 (stereo not given)	-4%	9	-0.1	9%	11%	0.1	15%	0	0%
12	Clc1ccc(NCc2cccnc2)c(Cl)c1	?	-16	-1.0	10%[57.1 µM]	13%[57.1 µM]	0.1	5%	0	-5%
13	O=C(Cn1cnc([N+](=O)[O-])n1)N/N=C/c1ccc2ccccc2c1	-4%	-3	-0.2	-1%	7%[57.1 µM]	0.2	6%	11	-3%
14	Cc1ccc(S(=O)(=O)N2CCCC2)cc1C(=O)NCCOc1ccccc1	-23%	-5	-0.3	2%	23%	0.0	1%	1	1%
15	O=C(NCCc1ccccn1)C1CCN(S(=O)(=O)c2ccc3ccccc3c2)CC1	-6%	-16	-0.8	8%	29%	-0.1	0%	-4	-7%
16	COc1ccc(N(CC(=O)NCCc2ccccc2)S(=O)(=O)c2c(C)nn(C)c2C)cc1	-7%	.	-1.4	-6%	-4%	0.3	1%	8	4%
17	CCOc1ccc(NC(=O)CNC(=O)Cc2ccccc2)cc1	-5%	7	-0.3	2%	9%	1.8	4%	0	-3%
18	O=C(NCCCN1CCOCC1)C1(c2ccccc2)CCOCC1	-18%	1	0.1	2%	-13%	-0.2	4%	-8	-11%
19	CN(C)S(=O)(=O)c1cccc(NC(=O)COC(=O)CCOc2ccccc2)c1	-7%	14	-0.4	-10%	15%[57.1 µM]	1.9	5%	33*	-13%
20	CCOC(=O)c1ccc(CNC(=O)C2CCC(=O)N(CCc3ccccc3)C2)o1 (stereo not given)	-9%	12	-0.1	10%	-13%	-0.2	0%	2	-14%
21	O=C(CSc1ccccn1)Nc1nc2ccccc2s1	-20%	-10	-1.4	-1%	-9%	-0.9	8%	1	-3%
22	Cc1ccc(CN2C(=O)c3oc4ccc(C)cc4c(=O)c3C2c2ccc(O)cc2)cc1 (stereo not given)	-5%	.	0.2	-1%	26%	-0.2	-2%	1	-10%
23	CC(C)c1ccc(CCNC(=O)CCNS(=O)(=O)c2ccc(Br)cc2)cc1	-9%	-6	-0.4	6%	11%	0.6	22%	-4	3%
24	CCCCOCCCNC(=O)c1ccc2c(c1)OCO2	-12%	4	-0.3	8%[57.1 µM]	9%[57.1 µM]	-0.2	6%	1	-8%
25	Cc1cccc(NC(=O)CSc2nnc(CNC(=O)c3c(F)cccc3Cl)o2)c1C	-21%	.	-0.5	3%	11%	0.2	1%	-4	-1%
26	COc1ccc(N2CCN(C(=O)CCc3nnc4ccc(N5CCOCC5)nn34)CC2)cc1	-10%	-12	0.2	2%	13%	0.0	-2%	-1	1%
27	Nc1nnc(CCOc2ccc(Cl)cc2)s1	?	8	-0.2	11%	24%	0.7	6%	24	-9%
28	Cn1c(CCC(=O)Nc2ccc(S(C)(=O)=O)cc2)nc2cc(S(=O)(=O)N3CCOCC3)ccc21	-7%	.	.	8%	23%	.	-5%	.	-11%
29	COC(=O)Nc1snnc1C	-14%	14	0.2	7%[57.1 µM]	18%[11.4 µM]	1.3	-1%	5	-3%
30	O=C(OCc1nnc(-c2ccccc2)o1)C1CC(=O)N(c2ccccc2)C1 (stereo not given)	-26%	6	-0.7	1%	6%	-0.5	14%	-5	5%
31	O=C(NCc1ccco1)/C(=C\c1ccco1)NC(=O)c1ccco1	-9%	11	-0.6	-8%	50µM*	-0.9	-5%	-1	0%
32	CNC(=O)CS(=O)CC(=O)Nc1cc(OC(C)C)c(Cl)cc1Cl (stereo not given)	-18%	11	0.3	0%[57.1 µM]	8%[57.1 µM]	-0.4	6%	-2	8%
33	CCCn1c(=O)c2c(nc3n2CCS3)n(C)c1=O	-17%	.	0.0	4%	13%	.	4%	-4	-5%
34	CCOc1ccc(C(=O)NCC(=O)Nc2ccncc2)cc1OCC	-9%	3	0.2	2%	5%	-0.1	17%	8	-8%
35	O=C(CSc1nc2cc3c(cc2c(=O)n1CCC1=CCCCC1)OCO3)NCc1ccco1	-16%	3	-0.5	3%	3%	-0.3	-3%	-6	0%
36	N#Cc1cc(N)c(Nc2ccccc2)cc1C#N	-13%	-10	-0.7	11%[57.1 µM]	?	0.0	5%	-13	-7%
37	COc1ccccc1N(CC(=O)NCCC1=CCCCC1)S(=O)(=O)c1ccccc1	-16%	-9	-0.4	0%[57.1 µM]	6%[57.1 µM]	-1.4	11%	3	1%
38	COc1ccc(C(=O)NC2CCN(C(=O)NCc3ccccc3)CC2)cc1	-19%	4	0.4	8%	22%	3.1	-1%	4	-2%
39	Cc1cc(Br)ccc1OCC(=O)NNC(=O)CCc1ccccc1	-15%	-33	-0.8	7%	6%	0.2	11%	3	-3%
40	CCc1nc2ccc(C(=O)N(CC)CC(=O)Nc3c(F)cccc3F)cc2nc1CC	0%	20	-0.9	-8%	3%	0.0	-3%	-5	?
41	CC1CCCC(NC(=S)NC(=O)c2ccccc2Br)C1C (stereo not given)	-6%	4	0.9	1%	-19%	1.1	2%	-4	0%
42	O=C(COC(=O)c1cc(=O)[nH]c2ccccc12)Nc1ccc(F)cc1F	?	.	.	7%	11%[57.1 µM]	.	6%	.	-2%
43	COCCn1nnnc1C(c1cc2cc(C)ccc2[nH]c1=O)N1CCCCCC1 (stereo not given)	-10%	-20	0.1	6%	4.5µM*	1.4	-1%	5	-5%
44	O=C(CCNC(=O)C1CCN(S(=O)(=O)c2ccc(F)cc2)CC1)NCc1ccccc1Cl	-16%	5	0.3	-6%	15%	-0.4	0%	-4	7%
45	CCC(C)NC(=O)Cn1cnc([N+](=O)[O-])c1 (stereo not given)	-12%	-1	1.3	1%	29%	0.9	18%	-5	-9%
46	N#Cc1cc(-c2ccccc2)nn1-c1ccccc1	-28%	-23	0.1	10%	?	3.8	19%	4	-13%
47	COc1ccc(CN2CC(=O)N(c3ccc(C)cc3)C2=S)cc1OC	-8%	.	-0.2	-21%[57.1 µM]	8%[57.1 µM]	.	3%	1	2%
48	COCCn1c(COc2ccc(Cl)cc2)nnc1SCC(N)=O	-9%	6	0.4	7%	22%	-0.1	9%	-1	-2%
49	O=C(N/N=C/c1ccc(OCc2ccccc2)cc1)c1ccncc1	-17%	10	-0.5	-5%	5%	-0.4	1%	1	-3%
50	O=C(CS(=O)(=O)c1nc(-c2ccc(Cl)cc2)cn1-c1ccccc1)Nc1cccc(Cl)c1	?	.	0.8	2%	15%[2.29 µM]	2.4	0%	-1	4%
51	N#CCOC(=O)C1CSC2(c3ccc(Br)cc3)CCC(=O)N12 (stereo not given)	-6%	8	-0.4	6%	11%	0.7	-3%	-7	2%
52	CCOc1ccc(NC(=O)N2CCN(C(=O)c3nsc4ccccc34)CC2)cc1	7%	.	-0.4	6%[57.1 µM]	20%[57.1 µM]	.	0%	1	?
53	CCCCOc1ccc(C(C)NC(=O)CCS(=O)(=O)Cc2ccc(C)cc2)cc1 (stereo not given)	-22%	14	1.7	-7%	-8%	0.7	4%	-4	-12%
54	CC1CCc2c(C(=O)NCc3ccccn3)csc2C1 (stereo not given)	-8%	-9	-0.2	3%	6%[57.1 µM]	-1.5	12%	-4	-25%
55	CN(C(=O)CN1C(=O)NC(C)(c2cccc(Br)c2)C1=O)C1CCCCC1 (stereo not given)	2%	19	0.4	-2%	-12%	0.1	-4%	-5	0%

# Some of the compounds tested; the hit share may differ from the screen's.
